TR SRC2 fluor cs = counter-screen for TRb-SRC2 inhibitors: fluorescence interference; TRb/SRC2 Texas Red total fluorescence interference; Potency, µM (highest dose often 106 µM), without a hit: top-dose fluorescence change, negative = quenching; 0.29% of 280,000 active; AID 1479; active = well fitted curve in either direction with a large enough effect
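Flags fluorescent or light-absorbing compounds by total fluorescence, S + 2P, at 555 nm excitation and 632 nm emission. Mixture: 20 nM Texas Red SRC2 peptide, 0.6 uM human TRb LBD, 1 uM T3, 5% DMSO; compound exposure 5 h at ambient temperature.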
TRb SRC2 PPI = disrupts binding of human TR beta to SRC2 | P10828 | 0.065% of 280,000 active | Potency, µM (top dose mostly 106 µM), for inactives: top-dose activity change, negative = inhibition, hits mostly inhibitors | TRbeta-SRC2 peptide binding, fluorescence polarization; receptor liganded with 1 µM T3;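 note: plate controls were bound peptide for no effect and peptide without receptor for full effect; nearly all actives have a fitted effect of over 50% in size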
Target sequence (P10828 whole entry, looked up): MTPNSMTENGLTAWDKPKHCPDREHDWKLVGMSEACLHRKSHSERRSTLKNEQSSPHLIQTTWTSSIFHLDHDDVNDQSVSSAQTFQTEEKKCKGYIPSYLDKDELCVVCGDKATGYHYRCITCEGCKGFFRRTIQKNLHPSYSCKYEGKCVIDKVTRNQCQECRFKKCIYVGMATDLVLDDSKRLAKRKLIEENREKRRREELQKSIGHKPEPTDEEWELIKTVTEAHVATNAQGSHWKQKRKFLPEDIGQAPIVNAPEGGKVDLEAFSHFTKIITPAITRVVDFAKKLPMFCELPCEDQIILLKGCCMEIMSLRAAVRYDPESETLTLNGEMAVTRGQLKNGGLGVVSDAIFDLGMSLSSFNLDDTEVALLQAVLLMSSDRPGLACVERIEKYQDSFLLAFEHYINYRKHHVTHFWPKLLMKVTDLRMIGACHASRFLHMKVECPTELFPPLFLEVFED
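Assay buffer: 20 mM Tris-HCl, 100 mM NaCl, 10% glycerol, 1 mM EDTA, 0.01% NP-40, 1 mM DTT, 1 uM T3, 5% DMSO; TRb LBD 0.6 uM, Texas Red SRC2 20 nM; FP after 5 hr.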
aGal spleen mod = alpha-galactosidase A (human) modulation; P06280; human spleen homogenate, 4MU-alpha-Gal fluorescence, 40 min; Potency, µM (top dose mostly 80 µM), without a hit: at the highest dose activity change, negative = inhibition, most hits filed as inhibitors; 0.008% of 240,000 active; AID 2107;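 note: 0% = enzyme with vehicle and -100% = no enzyme basal signal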
Target sequence (P06280 32-429 limits assumed): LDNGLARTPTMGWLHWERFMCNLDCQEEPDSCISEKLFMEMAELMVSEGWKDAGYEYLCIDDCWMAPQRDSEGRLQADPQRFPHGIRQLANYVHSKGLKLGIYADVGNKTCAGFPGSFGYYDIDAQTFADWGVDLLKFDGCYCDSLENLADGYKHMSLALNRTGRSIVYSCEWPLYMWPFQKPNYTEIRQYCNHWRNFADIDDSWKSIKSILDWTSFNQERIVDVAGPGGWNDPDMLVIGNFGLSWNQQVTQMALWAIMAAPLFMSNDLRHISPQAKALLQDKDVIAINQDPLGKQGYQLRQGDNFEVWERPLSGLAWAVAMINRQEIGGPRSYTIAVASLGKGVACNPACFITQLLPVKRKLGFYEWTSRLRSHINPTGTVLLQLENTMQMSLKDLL
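Inhibition or activation of alpha-galactosidase in human spleen homogenate is scored by 4-MU fluorescence after 40 min at 37C, pH 5.0, with 1 mM substrate. AC50s come from concentration-response fitted to the Hill equation.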
L3MBTL1 inh = inhibitors of human L3MBTL1; AlphaScreen L3MBTL1–H3K9me1 peptide binding; Potency, µM (top dose mostly 57.1 µM), without a hit: at the highest dose activity, negative = inhibition, most hits filed as inhibitors; 0.66% of 230,000 active; AID 485360; note: nearly all actives have a fitted effect of over 60% in size
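AlphaScreen proximity signal between nickel-chelate acceptor and streptavidin donor beads (final 10 ug/mL) reports binding of 50 nM L3MBTL1 to 75 nM biotin-H3 K9me1 peptide; complex incubated with compounds 30 min at room temperature; cefsulodin titration as control.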
Numbers without * were called inactive; . = not tested or not shown; & = joins results of further samples; [ ] = dose if it differs, or a comment. Unless noted, calls come from the whole dose curve; as a rule, active = well fitted curve in the direction sought with a large enough effect; inconclusive = small, poorly fitted or top-dose-only effect, or another doubt; inactive = no such curve, though single readings can be large; an effect the other way counts as inactive or inconclusive. Unless noted, % is set by controls: 0 for no effect and ±100 for the full control effect; potency is the fitted concentration of half-maximal effect. Some of the compounds tested (hit frequency here may not be typical).

SMILES	TR SRC2 fluor cs	TRb SRC2 PPI	aGal spleen mod	L3MBTL1 inh
CC(OCc1ccccc1)C(NC(=O)OC(C)(C)C)C(=O)NC1COC2CC(n3ccc(=O)[nH]c3=O)OC12 (centres undefined)	-1%	4%	2%	.
COc1ccc(C2CC(c3ccccc3)Oc3cc(OC)c(OC)c(OC)c32)cc1 (centres undefined)	-2%&-2%	4%&-3%	-5%&-1%	.
COC(=O)CN1CCC(=O)c2ccccc2S1(=O)=O	0%	1%	-1%	.
COc1ccc(-c2nnc3n2N=C(c2cc(OC)ccc2OC)CS3)c(OC)c1	-2%	0%	11%	.
C=CCOC(/C=C/c1ccccc1)CC (centres undefined)	-1%	-4%	8%	.
CC1CC=CC2C1C(=O)N(Cc1ccccc1)C2c1ccc2ccccc2c1Br (centres undefined)	0%	-7%	-3%	.
COC(=O)C1=C[C@@H](C(=O)OC)C2C3=C(C(=O)C24CCCCC4)[C@H](C)n2c(=O)n(C)c(=O)n2[C@@H]3C1 (some centres undefined)	-1%	-2%	6%	.
CC(C)CCC[C@@H](C)[C@H]1CC[C@H]2[C@@H]3CC=C4CC(O)CC[C@]4(C)[C@H]3CC[C@]12C (some centres undefined)	-1%	0%	-17%	.
C=CCN(C)CCCCCCOc1ccc(C(=O)c2ccc(Br)cc2)c(F)c1	1%	0%	-3%	.
C=C1CCN(C(CC(C)C)C(=O)Nc2ccc(OC)cc2)S(=O)(=O)c2ccccc21 (centres undefined)	-2%	0%	5%	.
O=c1cc(-c2cc(O)c(O)c([C@@H]3O[C@H](CO)[C@@H](O)[C@H](O)[C@H]3O)c2)oc2cc(O[C@@H]3O[C@H](CO)[C@@H](O)[C@H](O)[C@H]3O)cc(O)c12	-21%	-2%	-5%	.
Nc1cccc2c(=O)[nH]ccc12	-23%	-2%	15%	.
C[C@@H]1O[C@@H](OC2O[C@@H](COc3cc(O)c4c(=O)cc(-c5ccc(O)cc5)oc4c3)[C@@H](O)[C@@H](O)[C@@H]2O)[C@H](O)[C@H](O)[C@H]1O (some centres undefined)	-3%	1%	6%	.
CC(=O)Nc1ccc(SCC(c2ccccc2)N2CCN(CCc3ccccc3)CCC2=O)cc1 (centres undefined)	1%	-3%	-3%	.
NC(=O)c1ncn([C@@H]2O[C@H](CO)[C@@H](O)[C@H]2O)c1N	-8%	-5%	8%	.
NC(=O)CCC(C(=O)O)N1C(=O)c2ccc(O)cc2C1=O (centres undefined)	-3%	1%	2%	.
CC[C@H](C)[C@H](NC(=O)[C@H](CC(C)C)NC(=O)[C@H](CC(N)=O)NC(=O)[C@@H](NC(=O)[C@@H](N)Cc1ccc(O)cc1)[C@@H](C)CC)C(=O)N[C@@H](Cc1ccc(O)cc1)C(=O)N[C@@H](CCCN=C(N)N)C(=O)N[C@@H](CC(C)C)C(=O)N[C@@H](CCCN=C(N)N)C(=O)N[C@@H](Cc1ccc(O)cc1)C(N)=O	-2%	9%	2%	.
CCC[C@H](NC(=O)[C@H](CC(C)C)N(C)C(=O)CNC(=O)[C@@H](NC(=O)[C@H](Cc1ccccc1)NC(=O)[C@H](CCCCN)NC(=O)[C@@H](N)CC(=O)O)C(C)C)C(N)=O	-1%	-1%	-5%	.
CC(C)CCC[C@@H](C)[C@@H]1CC[C@H]2C3=CC=C4CC(O)CC[C@]4(C)[C@H]3CC[C@@]21C (some centres undefined)	-1%	-10%	-6%	.
CCCCCCCCC(C)O (centres undefined)	-26%	0%	13%	.

Entries of single compounds, quoted from the list.
Listed for COC(=O)CN1CCC(=O)c2ccccc2S1(=O)=O = TR SRC2 fluor cs = 0%; TRb SRC2 PPI = 1%; aGal spleen mod = -1%; L3MBTL1 inh = .
Listed for Nc1cccc2c(=O)[nH]ccc12 = TR SRC2 fluor cs = -23%; TRb SRC2 PPI = -2%; aGal spleen mod = 15%; L3MBTL1 inh = .
Listed for NC(=O)CCC(C(=O)O)N1C(=O)c2ccc(O)cc2C1=O (centres undefined) = TR SRC2 fluor cs = -3%; TRb SRC2 PPI = 1%; aGal spleen mod = 2%; L3MBTL1 inh = .

Remaining list, next part:
SMILES	TR SRC2 fluor cs	TRb SRC2 PPI	aGal spleen mod	L3MBTL1 inh
COc1ccc(C(=O)Nc2sc3c(c2C(N)=O)CCCC3)cc1OC	-1%	5%	12%	.
Cn1cnnc1Sc1c([N+](=O)[O-])ncn1C	2%	7%	-1%	.
CC(C)C[C@H](NC(=O)[C@H](CC(C)C)NC(=O)[C@@H](Cc1c[nH]c2ccccc12)NC(=O)[C@H](Cc1ccccc1)NC(=O)[C@@H](Cc1c[nH]c2ccccc12)NC(=O)[C@H](CCC(N)=O)NC(=O)[C@H](CCC(N)=O)NC(=O)[C@@H]1CCCN1C(=O)[C@H](CCCCN)NC(=O)[C@@H]1CCCN1C(=O)[C@@H](CCCNC(=N)N)NC(=O)[C@@H]1CCCN1C(=O)CNC(=O)[C@H](CC(C)C)NC(=O)[C@H](CC(C)C)NC(=O)[C@H](Cc1ccc(O)cc1)NC(=O)CNC(=O)[C@H](C)NC(=O)[C@H](CO)NC(=O)[C@H](CC(N)=O)NC(=O)[C@H](CC(C)C)NC(=O)[C@@H](NC(=O)[C@H](Cc1c[nH]c2ccccc12)NC(=O)CN)[C@@H](C)O)C(N)=O	1%	10%	-1%	.
COC(=O)C1=C[C@@H](C(=O)OC)[C@@H]2C3=C(C(=O)C2(C)C)[C@H](c2ccccc2)[C@@H]2C(=O)N(C)C(=O)[C@@H]2[C@@H]3C1	1%	-3%	9%	.
CCOc1ccccc1-c1nnc2n1N=C(c1c(OC)cccc1OC)CS2	-2%	-6%	-10%	.
CCC[C@@H]1NC(=O)[C@@H](NC(C)=O)CSSC[C@@H](C(N)=O)NC(=O)CNC(=O)[C@H](Cc2c[nH]c3ccccc23)NC(=O)[C@H](CCCN=C(N)N)NC(=O)[C@H](Cc2ccc3ccccc3c2)NC(=O)[C@H](Cc2cnc[nH]2)NC(=O)[C@H](CCCN=C(N)N)NC1=O	-9%	-1%	0%	.
C/C=C(/C)C(=O)O[C@H]1C[C@@]2(C)O[C@H]2[C@@H](OC(C)=O)C2(C)CC[C@@](O)(C(C)C)C12 (some centres undefined)	-3%	-11%	-5%	.
OC[C@H]1O[C@@H](O[C@@H]2OC=C[C@H]3[C@H](O)[C@@H]4O[C@]4(CO)[C@@H]23)[C@H](O)[C@@H](O)[C@@H]1O	-2%	3%	-6%	.
COC(=O)/C=C/c1cccc(N(Cc2ccc(-c3ccc(N(C)C)cc3)cc2)C(=O)C2CCCCC2)c1	1%	5%	7%	.
CC[C@H](C)[C@@H]1NC(=O)[C@H](Cc2ccc(O)cc2)NC(=O)[C@@H](N)CSSC[C@@H](C(=O)N2CCC[C@H]2C(=O)N[C@@H](CC(C)C)C(=O)NCC(N)=O)NC(=O)[C@H](CC(N)=O)NC(=O)[C@H](CCC(N)=O)NC1=O	-2%	-1%	-13%	.
COc1ccc(C2CC(c3ccccc3)Oc3ccc(C(C)(C)C)cc32)cc1 (centres undefined)	1%&-1%	-7%&2%	6%&-4%	.
COc1ccc(-c2ccc(N(C)C)cc2)cc1C1C2C=CCC(C)C2C(=O)N1Cc1ccccc1 (centres undefined)	1%	-2%	5%	.
CC(C)C[C@H](NC(=O)CN(C)C(=O)[C@H](Cc1ccccc1)NC(=O)[C@H](Cc1ccccc1)NC(=O)[C@H](CCC(N)=O)NC(=O)[C@H](CCC(N)=O)NC(=O)[C@@H]1CCCN1C(=O)[C@H](CCCCN)NC(=O)[C@@H]1CCCN1C(=O)[C@@H](N)CCCN=C(N)N)C(=O)N[C@@H](CCS(C)(=O)=O)C(N)=O	-16%	2%	13%	.
COc1ccc(C2/C=C\CN(C(=O)C3CC3)C(C)C(=O)N2Cc2ccc(F)cc2)cc1 (centres undefined)	-2%	3%	4%	.
CC1CC=CC2C1C(=O)N(Cc1ccccc1)C2c1ccc(/C=C/c2ccccc2)cc1F (centres undefined)	0%	-1%	-9%	.
CCCN1CCC(=O)N(C(CSc2ccc(Br)cc2)c2ccccc2)CC1 (centres undefined)	0%	-5%	3%	.
COCO[C@H]([C@@H](C)C=C(Br)Br)[C@@H](C)COCc1ccc(OC)cc1	-1%	1%	17%	.
CC(C)CC(CSc1ccc(Br)cc1)N1CCN(CCc2ccccc2)CCC1=O (centres undefined)	-1%	-1%	3%	.
CC[C@H](C)[C@H](NC(=O)[C@@H](NC(=O)[C@@H](CC(=O)NO)Cc1ccccc1)[C@@H](C)CC)C(=O)O	0%	6%	4%	.
Cc1ccc(F)c(C2C3C=CCC(c4ccccc4)C3C(=O)N2Cc2ccccc2)c1 (centres undefined)	-3%	-5%	-2%	.

More compounds:
Results follow in this order: TR SRC2 fluor cs | TRb SRC2 PPI | aGal spleen mod | L3MBTL1 inh
CC(C)C[C@H](NC(=O)[C@H](CC(C)C)NC(=O)[C@H](CCC(N)=O)NC(=O)[C@H](CO)NC(=O)[C@@H]1CCCN1C(=O)[C@H](CO)NC(=O)[C@H](CO)NC(=O)[C@@H](NC(=O)[C@H](Cc1cnc[nH]1)NC(=O)[C@H](CCC(=O)O)NC(=O)[C@H](Cc1ccc(O)cc1)NC(=O)[C@H](CCCCN)NC(=O)[C@H](CCC(N)=O)NC(=O)[C@H](Cc1ccc(O)cc1)NC(=O)[C@H](CC(=O)O)NC(=O)[C@@H](NC(=O)[C@@H]1CCCN1C(=O)[C@H](CC(=O)O)NC(=O)[C@H](CC(N)=O)NC(=O)[C@H](CC(=O)O)NC(=O)CNC(=O)[C@H](CC(=O)O)NC(=O)[C@@H]1CCCN1C(=O)[C@H](CCC(N)=O)NC(=O)[C@H](Cc1ccc(O)cc1)NC(=O)[C@H](C)NC(=O)[C@H](Cc1c[nH]c2ccccc12)NC(=O)[C@H](Cc1ccccc1)NC(=O)[C@@H](NC(=O)[C@@H](N)CO)[C@@H](C)O)[C@@H](C)O)[C@@H](C)O)C(=O)N[C@@H](C)C(=O)N1CCC[C@H]1C(=O)NCC(=O)N[C@@H](CC(=O)O)C(=O)N[C@@H](Cc1ccc(O)cc1)C(=O)O
→ -2% | -7% | 2% | .
c1ccc(-c2[nH]ncc2-c2ccnc3ccccc23)nc1
→ 0% | 3% | -5% | .
CCCCC1CCCOC(C(=O)NCCNCCO)(C(F)(F)F)C1 (centres undefined)
→ 0% | 6% | -6% | .
COc1ccc(SCC(c2ccccc2)N2CCN(CC(C)C)CCC2=O)cc1 (centres undefined)
→ -2% | 5% | 8% | .
CC(=O)c1ccc(-c2c(C3C4C=CCCC4(C)C(=O)N3Cc3ccccc3)ccc3ccccc23)cc1 (centres undefined)
→ -1% | 2% | 9% | .
Nc1nc(OCC2CCCCC2)c2[nH]cnc2n1
→ 3% | -4% | -4% | .
CCC1CC=CC2C1C(=O)N(Cc1ccccc1)C2c1cccc([N+](=O)[O-])c1 (centres undefined)
→ -6% | 12% | -1% | .
COc1ccc(CCNC(=O)Cc2ccc(NS(=O)(=O)c3ccc(F)cc3)cc2)cc1OC
→ . | . | . | -3%
O=C(CCC(=O)N1CCOc2ccc(Cl)cc21)NCCCN1CCOCC1
→ . | . | . | 2%
CC(C)NC(=O)CS(=O)(=O)c1ccccc1
→ . | . | . | -8%
Cc1ccn2c(=O)c(C(=O)NC3CCCCC3C)c(O)nc2c1 (centres undefined)
→ . | . | . | 1%
CC(Oc1ccc(Br)cc1)C(=O)NCC1(N2CCCCC2)CCCCC1 (centres undefined)
→ . | . | . | -2%
COc1ccc(CNC(=O)COC(=O)CN2C(=O)NC3(CCCC3)C2=O)cc1
→ . | . | . | -1%
Nc1cccc(C#Cc2ccc3c(=O)c4ccccc4oc3c2)c1
→ . | . | . | 36%[activator]

Source: PubChem (National Center for Advancing Translational Sciences (NCATS))
